HepG2 tox: kills HepG2 cells in TGF-b inhibitor counter-screen | HepG2 CAGA-GFP viability, ATP luminescence, 18 h | Potency, µM (doses to about 46.1 µM), inactives show at the top dose activity change, negative = cytotoxicity, hits mostly cytotoxic | actives 0.76% (n = 410,000) | AID 588856; further: potency means the concentration at half of the fitted maximal effect; some results filed as inactive show a strong effect at the top dose
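CellTiter-Glo luminescence gave cytotoxicity after 18 hours at 37 degrees C. The cells were HepG2 CAGA-GFP in 1% FBS DMEM, stimulated with 500 pg/mL TGF-beta after compound addition. %Activity was normalised to no-cell wells (complete cell-killing) and DMSO (no toxicity), and curves were fitted and classified.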
pAkt inh: Akt phosphorylation inhibition. Neuro2A IGF-stimulated pAkt S473 HTRF, 20 min; active compounds read low. activity change, % for hits at 50 µM. actives 0.32% (n = 360,000); in the data active means activity change below about -80%; inconclusive means mostly about -51% to -80%; further: on the % scale 0 is the no-effect control and ±100 the full control effect
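Neuro2A cells in DMEM with 0.5% FBS, overnight at 37 deg C, given compound at single 50 µM final, then IGF (6 nM final) for 20 min at 37 deg C. Lysed; phospho-Akt Ser473 by HTRF after 24 h, 665/615 ratio.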
CCT chaperon mod: cytosolic chaperonin activity modulation; purified chaperonin ATPase assay, HTRF ADP detection, 30 min; activity change, % (test concentration not listed), hits read low; actives 0.3% (n = 360,000); AID 651819; in the data active means activity change below about -30%; further: on the % scale 0 is the no-effect control and ±100 the full control effect
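First, chaperonin was dispensed at 40 nM or 20 nM final depending on batch activity. Next, compounds were pinned at 76 uM and ATP added at 10 uM. After 30 min at 37 °C, ADP detection reagents ran 30 min at ambient temperature.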
A549 tox: counter-screen for Nrf2 inhibitors: cytotoxicity in A549 cells; A549 ARE-Fluc cells, CellTiter-Fluor viability, 18-24 h; Potency, µM (series often up to 46 µM), inactives show top-dose activity change, negative = cytotoxicity, hits mostly inhibitors; actives 0.16% (n = 390,000); further: potency means the concentration at half of the fitted maximal effect; on the % scale 0 is the no-effect control and ±100 the full control effect
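Cytotoxicity counterscreen: CellTiter-Fluor fluorescence was measured in A549 ARE_Fluc cells after 18-24 h of compound exposure in a concentration series. The subsequent BugLite luminescent read reports ARE-luciferase activity.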
Nrf2 ARE act: activators of Nrf2 (ARE) signaling; AID 624171; Potency, µM (highest dose often 46.1 µM), for the others: at the highest dose activation, hits mostly activators; actives 0.31% (n = 410,000); AREc32 ARE-luciferase reporter (MCF7-derived line), luminescence, 24 h; further: potency means the concentration at half of the fitted maximal effect; % of control where 0% means no effect; nearly all actives have a fitted effect of over 65% in size
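AREc32 cells carrying an ARE-driven firefly luciferase, 1000 cells/well in OPTI-MEM with 5% FBS, dosed after overnight attachment and incubated 24 hr at 37 deg C. Steady-Glo luminescence read after 30 min at RT.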
Nrf2 block: inhibitors of Nrf2 signaling | A549 ARE-Fluc reporter, luciferase luminescence, 18-24 h | actives 2.1% (n = 360,000) | Potency, µM (series often up to 46 µM), without a hit: at the top dose activity change, negative = inhibition, most hits filed as inhibitors | AID 504444; further: potency means the concentration at half of the fitted maximal effect; on the % scale 0 is the no-effect control and ±100 the full control effect; nearly all actives have a fitted effect of over 60% in size
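Reporter: ARE-Fluc in A549. Exposure: 18-24 h, 37 °C, 5% CO2, 5% FBS OPTI-MEM. Readouts: fluorescent cytotoxicity (CellTiter-Fluor), then luminescent Nrf2 signal after BugLite.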
S2 tox: cell viability loss in ATXN counter-screen; Potency, µM (series often up to 56.7 µM), usual class: cytotoxic; actives 0.49% (n = 400,000); AID 651635; S2 cells (HEK-293 line with an ATXN2-luciferase reporter) viability, CellTiter-Fluor protease fluorescence, 24 h; further: potency means the concentration at half of the fitted maximal effect; nearly all actives have a fitted effect of over 40% in size
TGFb inhibitor: blocks TGF-b signaling; HepG2 CAGA-GFP TGF-b/SMAD3 reporter, GFP fluorescence, 18 h; TGF-beta stimulated, 500 pg/mL final; actives 1.2% (n = 410,000); Potency, µM (series often up to 46.1 µM), for inactives: top-dose activity, negative = inhibition, actives largely listed as inhibitors; further: potency means the concentration at half of the fitted maximal effect; on the % scale 0 is the no-effect control and ±100 the full control effect; nearly all actives have a fitted effect of over 65% in size
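Per well, imaged GFP fluorescence of HEPG2 CAGA-GFP cells gives the signal; cells get compound, then TGF-beta (500 pg/mL final), 18 h at 37 degrees C; %Activity versus -TGF-beta and +DMSO controls.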
Mm-Cpn inhibitor: M. maripaludis TRiC chaperonin inhibition; purified Mm-Cpn ATPase, ADP Transcreener TR-FRET; Potency, µM (titrated, usually from 76.9 µM), for inactives: at the top dose activity, negative = inhibition, hits mostly inhibitors; actives 0.031% (n = 330,000); further: potency means the concentration at half of the fitted maximal effect; on the % scale 0 is the no-effect control and ±100 the full control effect; nearly all actives have a fitted effect of over 80% in size
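TR-FRET (320 nm excitation; 590 and 665 nm emission) reports ADP made from 10 uM ATP by 25 nM enzyme; compounds were preincubated 10 min, reaction run 30 min, both at 37°C.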
* marks the source's active call; other numbers are inactive results; i = inactive; ? = inconclusive; / = no result given; & = joins results of further samples; [ ] = remark or other dose. Unless noted, the call rests on the fitted dose curve; in most records, active means well fitted curve in the direction sought with a large enough effect; inconclusive means small, poorly fitted or top-dose-only effect, or another doubt; inactive means no such curve, though single readings can be large; an effect the other way counts as inactive or inconclusive.

Results follow in this order: Nrf2 ARE act	TGFb inhibitor	HepG2 tox	Mm-Cpn inhibitor	Nrf2 block	A549 tox	S2 tox	CCT chaperon mod	pAkt inh
- CCOC(=O)N1CCN(C(=O)CSCC(=O)N=c2sc3cc(OC)ccc3n2C)CC1
→ -0.1%	4%	5%	/	-26%	-1%	i	-0.9	i
- COc1ccc(-c2nnc(SCC(=O)NC(=O)NCc3ccccc3)o2)cc1
→ 2.3%	0%	-6%	0%	10%	-4%	i	0.1	?
- O=C(C1CCN(c2nc3ccccc3[nH]2)CC1)N1CCN(c2ccccc2)CC1
→ 2.8%	1%	-1%	/	/	6%	/	/	/
- O=[N+]([O-])c1cnc(Nc2ccc(Cl)cn2)c([N+](=O)[O-])c1
→ ?	?	-92%	1%	-17%	?	?	-0.7	i
- O=C(CN1CCN(c2ccccn2)CC1)Nc1ccccc1Br
→ 0.2%	?	-5%	1%	1%	16%	?	0.4	i
- COCCCn1c(C(=O)NCCN2CCOCC2)cc2c(=O)n3ccccc3nc21
→ -0.2%	-11%	-5%	-1%	-13%	?	/	-3.4	i
- COc1cccc(C2C(C(=O)Nc3ccccc3OC)=C(C)Nc3nc4ccccc4n32)c1 (stereo unspecified)
→ 0.3%	-3%	-14%	/	-8%	-5%	i	/	/
- CC(Sc1n[nH]c(-c2cccs2)n1)C(=O)Nc1ccc(C(N)=O)cc1 (stereo unspecified)
→ 9.5%	26%	1%	-4%	7%	0%	i	-1.8	i
- CSc1ccc(OC2CCCCC2NS(=O)(=O)c2ccc(Cl)cc2)cc1 (stereo unspecified)
→ 7.0%	?	-44%	-1%	-18%	-9%	i	-4.4	i
- O=C1NCCN1c1ccccc1
→ 0.2%	-5%	5%	/	1%	-7%	?	0.2	i
- O=C(COc1ccccc1)Nc1ccccc1F
→ -0.2%	1%	1%	0%	?	5%	i	-1.1	i
- Cc1ccc(C(=O)N2CCOCC2)cc1Cl
→ -0.5%	-8%	0%	0%	-7%	-12%	?	-1.8	i
- Cc1cccc(-c2noc(-c3ccno3)n2)c1
→ 11%	5%	3%	0%	21%	-7%	i	1.3	i
- COc1ccc([N+](=O)[O-])cc1NCc1cccc([N+](=O)[O-])c1
→ 23%	-7%	12%	?	1%	-5%	i	-0.8	i
- Cc1ccc(/C=N/NC(=O)c2csc3c2CCCC3)cc1
→ 3.0%	-23%	-9%	0%	?	-9%	i	-4.6	i
- CCCCn1c(N)c(C(=S)NC(=O)CC(C)C)c(=O)n(C)c1=O
→ 4.5%	?	-48%	0%	2%	3%	?	-2.7	i
- CC(C)(C)NC(=O)C(c1ccccc1)N(C(=O)C1CSC(=O)C1)c1ccccc1 (stereo unspecified)
→ -0.2%	-5%	-1%	1%	-15%	0%	i	-2.3	i
- O=C(O)C(=O)/C(=C\c1cccc2ccccc12)c1ccc2ccccc2n1
→ -0.7%	-9%	-21%	1%	4%	-8%	i	-0.4	i
- COC(=O)C1=CN(Cc2ccc(OC)c(OC)c2)C=C(C(=O)OC)C1c1ccccc1F
→ 2.3%	-8%	-15%	-2%	-10%	?	i	1.4	i
- COc1ccccc1NC(=O)Nc1nc(CC(=O)NCc2ccc(F)cc2)cs1
→ 0.0%	-2%	-20%	-2%	-24%	6%	?	-1.2	i

Whole records as entered above. Values in the order: Nrf2 ARE act, TGFb inhibitor, HepG2 tox, Mm-Cpn inhibitor, Nrf2 block, A549 tox, S2 tox, CCT chaperon mod, pAkt inh
`CCCCn1c(N)c(C(=S)NC(=O)CC(C)C)c(=O)n(C)c1=O` is listed with 4.5%, ?, -48%, 0%, 2%, 3%, ?, -2.7, i
`COC(=O)C1=CN(Cc2ccc(OC)c(OC)c2)C=C(C(=O)OC)C1c1ccccc1F` is listed with 2.3%, -8%, -15%, -2%, -10%, ?, i, 1.4, i
`COc1ccc([N+](=O)[O-])cc1NCc1cccc([N+](=O)[O-])c1` is listed with 23%, -7%, 12%, ?, 1%, -5%, i, -0.8, i
`CCOC(=O)N1CCN(C(=O)CSCC(=O)N=c2sc3cc(OC)ccc3n2C)CC1` is listed with -0.1%, 4%, 5%, /, -26%, -1%, i, -0.9, i

The list continues:
Results follow in this order: Nrf2 ARE act	TGFb inhibitor	HepG2 tox	Mm-Cpn inhibitor	Nrf2 block	A549 tox	S2 tox	CCT chaperon mod	pAkt inh
- Cc1ccc(O)c(NC(=O)c2cc([N+](=O)[O-])ccc2Cl)c1
→ ?	5%	-12%	-1%	-8%	1%	i	1.1	i
- Cc1ccc(-n2c3c(c(=O)[nH]c2=O)C(NC(=O)c2ccccc2F)(C(F)(F)F)C(=O)N3)cc1C (stereo unspecified)
→ -2.0%	23%	-2%	/	-2%	-2%	i	/	/
- O=C(NCCN1CCOCC1)c1ccc2c(c1)ncn2C1CCCC1
→ 0.2%	-3%	-7%	-1%	13%	-2%	i	-25	i
- Cc1cc(SCC(=O)OCC(=O)NC(C)c2ccccc2)c(C)cc1Br (stereo unspecified)
→ -0.4%	-2%	-4%	1%	9%	-2%	i	0.0	i
- Cc1ccc(CN2CCN(C3CCN(S(=O)(=O)N(C)C)CC3)C(=O)C2=O)cc1
→ -0.9%	2%	2%	/	18%	12%	i	/	/
- CC1(Cc2ccc(Cl)cc2)C(=O)Nc2ccc(-c3ccc(F)c(Cl)c3)cc21 (stereo unspecified)
→ -2.5%	?	-95%	/	/	/	?	-0.5	i
- CCCCc1nnc(NC(=O)C2CCN(c3ncnc4sc(C)c(C)c34)CC2)s1
→ 0.6%	8%	53%	-3%	-15%	1%	i	-1.3	i
- COCCCn1c(=O)c2ccccc2n(Cc2ccccc2C)c1=O
→ 1.8%	-1%	-8%	0%	-12%	-10%	i	-1.6	i
- COC(=O)c1sc(N)c(C(=O)OC)c1CSc1nc2sc3c(c2c(=O)n1C)CCC3
→ -0.8%	1%	2%	2%	-4%	-4%	?	-0.2	i
- Cc1ccccc1NC(=O)COc1cccc2c1CCNC2=O
→ -0.8%	12%	0%	-2%	?	-1%	i	3.2	i
- COc1cc(C2C(C#N)=C(SC)NC3=C2C(=O)CCC3)ccc1O (stereo unspecified)
→ 0.1%	11%	-22%	2%	0%	-1%	i	-1.2	i
- CC(C)n1c(SCc2ccccc2F)nc2c1c(=O)n(C)c(=O)n2C
→ -0.7%	0%	-20%	2%	?	4%	i	-1.9	i
- COc1ccc(-c2onc(C)c2C)cc1S(=O)(=O)N1c2ccccc2CC1C (stereo unspecified)
→ -0.1%	?	-23%	/	?	-15%	/	/	/
- O=C(N1CCN(c2ccccc2)CC1)C(F)(F)C(F)F
→ -0.2%	-3%	8%	-2%	-6%	3%	i	0.5	i
- OCC(O)/C=N/Nc1nc(Nc2ccccc2)nc(Nc2ccccc2)n1 (stereo unspecified)
→ -0.2%	0%	-9%	3%	-3%	1%	i	-4.6	i
- Cc1cc(C)cc(N2C(=O)c3nccnc3C2=O)c1
→ -0.7%	-3%	12%	-3%	12%	5%	i	1.0	i
- CCOC(=O)c1ccc(NC(=O)CSCCC(=O)O)cc1
→ -0.8%	4%	7%	1%	18%	2%	i	2.5	i
- CC(C)C(=O)Nc1nnc(S(=O)(=O)N2CCCCCC2)s1
→ -1.0%&-1.1%	1%&22%	-3%&4%	3%	4%&-6%	1%&0%	i	-2.9	i
- C#CCN1C(=O)C(O)(CC(=O)c2ccc3c(c2)OCCO3)c2ccccc21 (stereo unspecified)
→ -0.9%	-20%	1%	0%	2%	0%	i	-1.5	i
- CN(CC(=O)NCc1cccnc1)S(=O)(=O)c1ccc(F)cc1
→ 0.2%	5%	-10%	2%	24%	8%	i	-0.4	i

Results follow in this order: Nrf2 ARE act	TGFb inhibitor	HepG2 tox	Mm-Cpn inhibitor	Nrf2 block	A549 tox	S2 tox	CCT chaperon mod	pAkt inh
- N=c1sccn1CC(=O)Nc1ccc(Cl)c(S(=O)(=O)N2CCOCC2)c1
→ 2.2%	0%	2%	2%	/	?	i	1.4	i
- Cc1cc(Cl)nc(SCC(=O)c2ccccc2)n1
→ 19%	10%	-23%	-1%	2%	6%	i	-4.3	i
- CC(C)(C)c1ccc(C(=O)Nc2ccc(OCc3cc(=O)n4ccsc4n3)cc2)cc1
→ -0.2%	-7%	-12%	/	-12%	2%	i	/	/
- COC(=O)/C(=C1\Oc2ccc(C(C)(C)C)cc2S1)C(F)(F)F
→ -0.4%	0%	-11%	0%	20%	11%	i	-3.7	i
- COC(=O)c1ccc2nc(-c3ccccc3)c(Cc3ccsc3)n2c1
→ 3.1%	-10%	-12%	/	/	/	?	1.7	i
- O=C(Nc1cccc(O)c1)c1cc(-c2ccc3c(c2)OCO3)on1
→ -1.1%	5%	-38%	2%	15µM*	1%	i	1.2	i
- COc1ccc(Nc2c3c(nc4ccccc24)CCC3)cc1Cl
→ 6.8%	?	-48%	/	-10%[9.27 µM]	-9%	/	/	/
- COc1cccc(NC(=O)CSc2nc3ccccc3c3nc4ccccc4n23)c1
→ 0.0%	16%	-19%	2%	-9%	-14%	?	0.2	i
- NC(=O)C1CCN(C(=O)c2ccc3nc(-c4ccccc4)c(-c4ccccc4)nc3c2)CC1
→ 0.3%	8%	-5%	0%	-15%	-3%	i	0.3	i
- COc1ccc(NC(C)C(=O)N/N=C/c2c(O)ccc3ccccc23)cc1 (stereo unspecified)
→ 3.1%	-9%	-12%	2%	6%	1%	?	-0.7	i
- c1cncc(CN=C2Nc3ccccc3CS2)c1
→ 2.1%	7%	5%	-2%	?	1%	i	-0.6	i
- COc1ccc(CCNC(=O)Cc2ccc3c(c2)OCO3)cc1OC
→ -0.4%	-1%	0%	1%	-11%	0%	i	-4.5	i

Screens as filed in PubChem BioAssay.
